PLK1 PBD inh: blocks phosphopeptide binding to human PLK1 polo-box domain; P53350; Plk1 PBD binding of FITC phosphopeptide, fluorescence polarization; Potency, µM, without a hit: max response, negative = inhibition, actives largely listed as inhibitors; hit rate 2.8% among 360,000; AID 720504; further: potency means the concentration at half of the fitted maximal effect; series mostly up to about 57 µM; on the % scale 0 is the no-effect control and ±100 the full control effect; nearly all actives have a fitted effect of over 65% in size
Target sequence (P53350 whole entry, looked up, the tested form may be a part): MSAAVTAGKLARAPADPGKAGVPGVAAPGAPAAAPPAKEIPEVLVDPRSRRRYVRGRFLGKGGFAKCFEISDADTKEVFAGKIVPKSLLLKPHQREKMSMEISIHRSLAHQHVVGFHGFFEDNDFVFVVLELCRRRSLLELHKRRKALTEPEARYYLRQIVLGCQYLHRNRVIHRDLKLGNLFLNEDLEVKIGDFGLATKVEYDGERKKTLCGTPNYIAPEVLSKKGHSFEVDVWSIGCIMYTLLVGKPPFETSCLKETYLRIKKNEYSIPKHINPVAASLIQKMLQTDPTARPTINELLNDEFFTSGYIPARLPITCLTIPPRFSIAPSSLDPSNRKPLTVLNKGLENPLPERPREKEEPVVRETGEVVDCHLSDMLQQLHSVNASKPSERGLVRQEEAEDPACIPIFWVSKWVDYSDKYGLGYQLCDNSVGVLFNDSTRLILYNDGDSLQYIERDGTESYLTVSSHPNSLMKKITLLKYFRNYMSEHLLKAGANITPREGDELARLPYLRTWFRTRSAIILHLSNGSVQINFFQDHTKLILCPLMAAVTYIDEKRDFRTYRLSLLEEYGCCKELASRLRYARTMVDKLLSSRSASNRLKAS
EPAC1 antagonist: EPAC1 (human) antagonism; O95398; EPAC1 GEF assay, Rap1b-BODIPY-GDP exchange fluorescence; Potency, µM (top dose mostly 115 µM), inactives show at the top dose activity change, negative = inhibition, hits mostly inhibitors; hit rate 0.14% among 360,000;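 further: potency means the concentration at half of the fitted maximal effect; plate controls were vehicle for no effect and positive control for full effect; nearly all actives have a fitted effect of over 50% in size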
PI5P4K alpha inh: PI5P4K alpha (human) kinase inhibition; P48426; hit rate 1.2% among 330,000; max response, %; PI5P4Kalpha enzyme, ADP-Glo luminescence, 60 min; stronger effect = lower value; AID 652105; active means max response of -50% or lower; inconclusive means between -30% and -50%; inactive means -30% or higher; further: value at the top dose of about 77 µM; on the % scale 0 is the no-effect control and ±100 the full control effect
Target sequence (P48426 whole entry, looked up): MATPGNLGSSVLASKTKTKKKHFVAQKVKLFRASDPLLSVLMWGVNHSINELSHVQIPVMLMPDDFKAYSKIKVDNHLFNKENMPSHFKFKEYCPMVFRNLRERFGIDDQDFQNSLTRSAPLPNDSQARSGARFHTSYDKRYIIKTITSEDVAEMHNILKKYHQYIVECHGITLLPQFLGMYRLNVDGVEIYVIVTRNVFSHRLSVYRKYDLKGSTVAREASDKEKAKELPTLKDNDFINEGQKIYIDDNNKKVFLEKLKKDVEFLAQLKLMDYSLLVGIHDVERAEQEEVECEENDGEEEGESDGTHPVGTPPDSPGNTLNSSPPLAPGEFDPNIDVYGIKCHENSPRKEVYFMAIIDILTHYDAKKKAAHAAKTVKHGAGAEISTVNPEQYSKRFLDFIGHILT
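PI5P4Kalpha ADP-Glo assay; 5 microM ATP final; 60 min RT reaction; HEPES pH 7.4/EGTA/CHAPS, 5% DMSO; controls lacking substrate or enzyme; luminescent end-point.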
CCT modulator: changes cytosolic chaperonin activity | activity change, % (concentration not given with the values), hits read low | purified chaperonin ATPase assay, HTRF ADP detection, 30 min | hit rate 0.3% among 360,000; in the data active means activity change below about -30%; further: on the % scale 0 is the no-effect control and ±100 the full control effect
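Nucleotide hydrolysis assay: TRiC at 20–40 nM final (set by batch activity) with 10 uM ATP, 30 min at 37 °C, in presence of 76 uM compound. Detection by competitive ADP HTRF, 30 min ambient.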
EPAC2 ag: agonists of human EPAC2 (RAPGEF4); Q8WZA2; EPAC2 activation, biochemical qHTS; response scale: 100% = 6.5 mM cAMP response; Potency, µM (top dose mostly 154 µM), inactives show top-dose activation, hits mostly activators; hit rate 0.079% among 360,000; AID 720711; further: potency means the concentration at half of the fitted maximal effect; nearly all actives have a fitted effect of over 50% in size
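Guanine nucleotide exchange by EPAC2 is measured as reduced fluorescence of BODIPY-GDP once it is released from 250 nM Rap1B. Plates are read kinetically for 30 min at room temperature; results are scaled to 6.5 mM cAMP.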
IL2 activator: IL-2 activation; AID 652025; activation, % (series mostly up to about 46 µM); IL-2 activation reporter assay, cell-based qHTS; stimulated with anti-CD3/CD4/CD28 beads; in transgenic mouse T cells; hit rate 0.065% among 360,000; in the data active means activation above about 50%; inconclusive means mostly about 30% to 49%; further: 0% is about no effect
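Unstimulated transgenic mouse T cells; 60-min compound exposure; bead-based TCR/CD4/CD28 stimulation; 18 h culture, 37 degrees C; dual fluorescence (EGFP, DsRed) plate cytometry.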
EPAC1 ag: EPAC1 (human) agonism; O95398; EPAC1 agonist qHTS, biochemical assay; response scale: 100% = response to 6.5 mM cAMP; Potency, µM (highest dose often 154 µM), without a hit: at the highest dose activation, hits mostly activators; hit rate 0.073% among 360,000; further: potency means the concentration at half of the fitted maximal effect; nearly all actives have a fitted effect of over 60% in size
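Normalized to 6.5 mM cAMP, activity reflects EPAC1-catalysed release of BODIPY-GDP from Rap1B, followed kinetically over 30 min at 480 nm excitation, 540 nm emission. Reaction contained 100 nM EPAC1, 250 nM Rap1B-BODIPY-GDP, 50 uM GDP.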
WRN helicase inh: inhibitors of human WRN helicase | Potency, µM (series often up to 114 µM), for inactives: top-dose activity change, negative = inhibition, most hits filed as inhibitors | hit rate 0.46% among 360,000 | WRN helicase unwinding, fluorescent forked duplex, kinetic | Q14191; further: potency means the concentration at half of the fitted maximal effect; on the % scale 0 is the no-effect control and ±100 the full control effect; nearly all actives have a fitted effect of over 55% in size
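WRN at 20 nM final preincubated with compound 15 min at room temperature; reaction started with 100 nM fluorophore/quencher forked duplex oligonucleotide and 2 mM ATP final. Unwinding followed kinetically by red fluorescence (ex 525, em 598 nm).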
* = called active by the depositor; ? = inconclusive; . = no result given; [ ] = another dose, or the depositor's remark. Unless noted, the call rests on the fitted dose curve; in most records, active means well fitted curve in the direction sought with a large enough effect; inconclusive means small, poorly fitted or top-dose-only effect, or another doubt; inactive means no such curve, though single readings can be large; an effect the other way counts as inactive or inconclusive.

SMILES | PLK1 PBD inh | EPAC1 antagonist | PI5P4K alpha inh | CCT modulator | EPAC2 ag | IL2 activator | EPAC1 ag | WRN helicase inh
O=C(O)CN1C(=O)c2cccc3c(Br)ccc1c23 | -14% | 4% | 2 | -0.3 | -3% | -1.2 | -2% | 9%
CCN(C(=O)COC(=O)/C(=C/c1ccccc1)NC(C)=O)c1c(N)n(Cc2ccccc2)c(=O)[nH]c1=O | 0% | 2% | -8 | -0.5 | 21% | -4.5 | 11% | -1%
Cc1ccc(N2CC(C(=O)OCC(=O)c3ccc(C)c([N+](=O)[O-])c3)CC2=O)cc1 (centres undefined) | -5% | -15% | -6 | -2.9 | -12% | -3.8 | -2% | -2%
COc1ccc2[nH]c3c4c(ccc3c2c1)C(=O)C=CC4=O | ? | 4% | -65* | -0.3 | -2% | -4.8 | 4% | -14%
Cc1cc(-c2nnc(SCC(=O)Nc3cccc(C)c3C)n2N)n[nH]1 | 1% | -1% | 6 | -0.1 | 1% | 0.2 | -1% | -2%
CCc1cc(C(=O)c2ccccc2OC)c(N)s1 | -11% | -13% | . | -1.2 | 9% | -1.8 | 10% | -4%
CC(=O)/C=C(\C)N=Nc1c(O)[nH]c2ccccc12 | -17% | -19% | 2 | -2.6 | 12% | 0.7 | -2% | -26%
CCCn1nnc(NC(=O)c2ccc(Br)cc2)n1 | -8% | -10% | . | 1.1 | 14% | -3.6 | 10% | 0%
CC1=C(C(=O)N(C)C)CC(CC(=O)NCc2ccco2)C(=O)N1CCC1=CCCCC1 (centres undefined) | 5% | -12% | 2 | -0.4 | 7% | -0.6 | 0% | 8%
Brc1cccc(CNc2nc3ccccc3n2CCN2CCCCC2)c1 | -2% | 9% | 8 | 0.6 | 17% | -0.8 | 11% | -6%
Cc1cn(Cc2ccccc2)c(=O)[nH]c1=O | -5% | 4% | . | 1.9 | 5% | -1.6 | 3% | -3%[57.1 µM]
COc1ccccc1C(=O)N1CCN(c2cccc(Cl)c2)CC1 | 24µM* | -25% | -17 | -3.5 | -11% | -1.4 | -2% | 5%
Cc1ccc(C(=O)Nc2cccc(C(=O)NCc3ccccc3)c2)cc1 | -18% | 9% | 2 | -4.0 | 1% | -4.0 | 3% | 2%
COCCNC(=O)c1ccc2c(c1)nc(C)n2-c1cccc(Cl)c1 | 1% | 16% | -7 | -1.8 | 3% | -0.5 | 0% | -1%
CC(=O)Nc1cc2c(cc1NC(=O)Cn1nc(-c3ccc(F)cc3)ccc1=O)OCCO2 | -4% | 4% | 2 | -1.3 | -18% | 0.5 | 8% | -4%
O=S1(=O)c2ccccc2C(O)(c2ccccc2)c2ccccc21 | 2% | -1% | 0 | -3.1 | 6% | 1.0 | 7% | 0%
CCN1CCN(c2cc3c(cc2F)c(=O)c(S(=O)(=O)c2ccccc2)cn3C)CC1 | -3% | -14% | 2 | 2.9 | 2% | 1.6 | -16% | -3%
COc1ccccc1C(=O)Nc1onc(C)c1C#N | -2% | -22% | 1 | 1.3 | 6% | 0.0 | 12% | 0%
COc1ccc(CN(CC(=O)NC(C)C)C(=O)CCC(=O)Nc2nccs2)cc1 | 2% | 4% | 7 | 1.3 | 2% | 0.0 | -11% | 5%
COc1ccccc1NC(=O)N1CCN(Cc2ccc3c(c2)OCO3)CC1 | -1% | 0% | 4 | -1.7 | 1% | 0.1 | 2% | 6%[11.6 µM]

Ordered by value in WRN helicase inh (rising): four from the list above.
Compound | WRN helicase inh
COc1ccc2[nH]c3c4c(ccc3c2c1)C(=O)C=CC4=O | -14%
CCN1CCN(c2cc3c(cc2F)c(=O)c(S(=O)(=O)c2ccccc2)cn3C)CC1 | -3%
O=S1(=O)c2ccccc2C(O)(c2ccccc2)c2ccccc21 | 0%
Cc1ccc(C(=O)Nc2cccc(C(=O)NCc3ccccc3)c2)cc1 | 2%

Going on with the list.
SMILES | PLK1 PBD inh | EPAC1 antagonist | PI5P4K alpha inh | CCT modulator | EPAC2 ag | IL2 activator | EPAC1 ag | WRN helicase inh
COCCC(=O)N1CCC(Oc2ccc(C(=O)NCCSC)cc2)CC1 | 3% | 1% | 5 | -3.3 | 5% | 2.3 | 2% | -3%
CCOC(=O)c1c(-c2ccc(F)cc2)csc1NC(=O)c1c(-c2ccccc2)noc1C | 7% | 10% | 1 | -1.1 | -1% | 4.5 | -12% | -25%[57.1 µM]
COc1ccc(/C=C/C(=O)OCC(=O)NC2CCCC(C)C2C)c(OC)c1 (centres undefined) | 0% | -11% | 4 | -1.6 | -7% | -0.4 | -3% | 0%
O=C(O)c1ccc(-c2ccco2)n1Cc1ccccc1 | -13% | 8% | 1 | -2.6 | 6% | -0.4 | -3% | -14%[57.1 µM]
O=C(O)c1ccc(NC(=O)c2cccc(NC(=O)c3cccs3)c2)cc1 | 0% | 4% | 3 | -0.9 | -2% | -0.1 | 6% | -18%
CCOc1ccc(CCN2C(=S)N([C@@H](CC(C)C)CN3CCCC3CN3C(=S)NC[C@@H]3Cc3ccc(O)cc3)C[C@@H]2Cc2ccccc2)cc1 (some centres undefined) | -3% | -7% | 1 | 0.8 | 1% | -0.6 | -21% | 3%
CN(CCc1ccccn1)C(=O)CCC1CCCN(C(=O)c2cscn2)C1 (centres undefined) | -6% | 17% | 5 | -0.9 | -2% | -4.0 | -1% | 11%
CC(=O)Nc1cccc(C(=O)N/N=C/c2cccc(C)n2)c1 | 27µM* | 0% | -17 | 0.2 | -1% | 0.2 | 10% | ?
O=C(O)c1ccc(S(=O)(=O)NCc2cccnc2)cc1 | 2% | 13% | -3 | 0.9 | -7% | -3.6 | -1% | -3%
CCOC(=O)c1[nH]c(C)c(C(=O)OCC(=O)Nc2sc3c(c2C#N)CCCCC3)c1C | -2% | -17% | 9 | -1.1 | -4% | -0.5 | 9% | -2%
Cc1ccc(-c2nc(NCc3ccco3)n(C(=O)c3ccco3)n2)cc1 | -4% | 5% | 2 | -1.6 | 13% | -0.3 | 12% | -3%
COc1ccccc1-c1noc(CCC(=O)Nc2ccccc2Cl)n1 | -11% | 18% | . | -3.5 | 6% | -2.2 | -5% | -5%
O=C1CC(c2ccccc2)CC(O)=C1C=NC1CCCCCC1 (centres undefined) | -8% | 0% | . | -17 | 5% | -0.1 | 12% | -16%[11.6 µM]
CCCc1nnc(NC(=O)c2c(O)c3c([nH]c2=O)CCCC3)s1 | 2% | -2% | -4 | 1.6 | 4% | 3.3 | -3% | 1%
CC(C)CC(NC(=O)OC(C)(C)C)C(=O)NCc1ccccc1 (centres undefined) | -22% | 8% | 1 | 3.1 | -3% | -1.5 | -4% | -4%
C=CCOc1ccc(/C=C/C(=O)OCC(=O)N2CCN(C(C)=O)CC2)cc1 | -3% | ? | -2 | 0.2 | 0% | -0.5 | 0% | -12%
CCCCOc1ccc(C(=O)NCC(=O)NC2CCC(C)CC2)cc1 (centres undefined) | -11% | -12% | -4 | -2.3 | 1% | -0.2 | 3% | 15%
COc1ccc(OCC(=O)c2c(O)c3ccccc3oc2=O)cc1 | -23% | 16% | . | -0.7 | -16% | -0.4 | -6% | ?
CSCCCNC(=S)Nc1cccc(S(=O)(=O)NC2=NCCC2)c1 | ? | 9% | 26 | -3.1 | 9% | -1.4 | 0% | 8%
O=C(NNC(=O)c1cccs1)c1cccnc1 | -2% | 11% | 4 | -1.5 | 5% | -0.3 | 7% | 5%
CC1(C(=O)NS(=O)(=O)Cc2ccccc2C(F)(F)F)CCN1C(=O)Cc1ccsc1 (centres undefined) | -3% | 3% | 0 | 1.6 | 7% | 0.1 | 4% | -4%
N#CCC(=O)Nc1ccc(C(=O)OCC(=O)NC(=O)Cc2ccccc2)cc1 | -6% | -12% | -5 | -4.3 | 9% | 0.5 | -57%[inhibitor] | -11%
O=C(NCCNC(=O)c1ccco1)c1cccc(F)c1 | -9% | 7% | 6 | 0.8 | 3% | 0.8 | 4% | 3%
O=C1C(=O)N(CCCn2ccnc2)C(c2ccc(Br)cc2)/C1=C(\O)c1ccc2c(c1)OCCO2 (centres undefined) | -19% | -7% | -6 | 0.6 | 14% | -3.6 | 1% | 0%
Cn1cnnc1SCC(=O)NC1CCCCCC1 | -13% | -10% | 8 | -2.7 | 4% | -0.3 | 4% | -10%
CCCCOc1ccc(N(CC(=O)NC(C)C)C(=O)CCC(=O)Nc2ccccn2)cc1 | ? | -3% | -9 | -3.9 | 12% | 4.0 | -6% | 7%
Oc1ccccc1N1CCN(C(=S)NCCc2ccccc2)CC1 | -14% | -7% | -13 | -3.8 | -3% | 0.5 | 4% | 4%
O=C(COC(=O)CCS(=O)(=O)c1ccccc1)Nc1cc(S(=O)(=O)N2CCCCC2)ccc1Cl | -8% | -15% | -6 | 4.5 | -3% | 0.2 | 33% | -18%
O=C(c1ccc(COc2ccccc2)o1)N1CCN(S(=O)(=O)c2ccccc2Cl)CC1 | -2% | -13% | 8 | 0.9 | 1% | -0.1 | 6% | -2%
CCn1c(/N=C/c2ccc(OC)cc2O)nc2ccccc21 | -6% | -15% | -2 | -0.8 | 10% | -0.1 | 10% | 6%
CCCCCC(=O)NNC1CC(=O)N(c2ccccc2)C1=O (centres undefined) | -9% | 9% | 1 | 0.7 | 5% | 0.0 | 8% | 7%
C[C@H](O)[C@@H]1C(=O)N2CCc3c([nH]c4ccccc34)[C@@H]2C[C@@H]1N(C)C(=O)c1cc(Cl)cc(Cl)c1 | 2% | -9% | 9 | -0.1 | -4% | -0.2 | -3% | -5%
OC(COCc1ccccc1)CN1CCc2ccccc2C1 (centres undefined) | 1% | -1% | -7 | -2.0 | 0% | 0.1 | -2% | -26%
CC(C)c1nc(C#N)c(N2CCOCC2)o1 | -3% | -15% | 1 | 2.3 | -4% | -2.0 | 6% | -1%
COc1ccc(NS(=O)(=O)c2cccc(C(=O)NCC(c3ccccc3OC)N3CCCC3)c2)cc1 (centres undefined) | 0% | 8% | 2 | -1.6 | 1% | -4.2 | 11% | -1%
O=C(CCN1C(=O)COc2ccccc21)NCCCN1CCN(c2ccc(F)cc2)CC1 | -4% | 5% | . | -0.6 | -3% | 1.7 | 3% | 2%
CC1(C)CC(=O)C(CC(=O)NC2CCCc3ccccc32)C(=O)C1 (centres undefined) | -8% | -3% | -9 | -1.2 | -1% | -5.5 | -4% | 9%

2 compounds picked at random from the list so far, as already listed:
SMILES | PLK1 PBD inh | EPAC1 antagonist | PI5P4K alpha inh | CCT modulator | EPAC2 ag | IL2 activator | EPAC1 ag | WRN helicase inh
O=S1(=O)c2ccccc2C(O)(c2ccccc2)c2ccccc21 | 2% | -1% | 0 | -3.1 | 6% | 1.0 | 7% | 0%
CCCCOc1ccc(N(CC(=O)NC(C)C)C(=O)CCC(=O)Nc2ccccn2)cc1 | ? | -3% | -9 | -3.9 | 12% | 4.0 | -6% | 7%

Compound activity from PubChem BioAssay.

Only part of the results is shown; count on the stated rates, not on these rows.
